# BAZ2B inh = blocks human BAZ2B; Q9UIF8; Potency, µM (series often up to 114 µM), for inactives: at the top dose activity change, negative = inhibition, hits mostly inhibitors; AlphaScreen BAZ2B-H3K14Ac peptide displacement; AID 504333; 4.4% of 360,000 active; also: % is scaled to controls: 0 for no effect and ±100 for the full control effect; nearly all actives have a fitted effect of over 60% in size
#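 Complex of BAZ2B and biotin-H3K14Ac (50 nM apiece) forms over 30 min at RT, then faces library compounds up to 110 uM for another 30 min; AlphaScreen beads added, 20 min dark incubation, luminescence read.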
# Pol kappa inh = DNA polymerase kappa (human) inhibition; Q9UBT6; purified Pol kappa, fluorescent DNA synthesis assay, 10 min; Potency, µM (top dose mostly 107 µM), for the others: at the highest dose activity, negative = inhibition, actives largely listed as inhibitors; 0.53% of 400,000 active; AID 588579; also: % is scaled to controls: 0 for no effect and ±100 for the full control effect
#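 First, compounds were pin-transferred onto 10 nM Pol kappa. After 15 min at room temperature, substrate was added to 50 nM final. Fluorescence was then measured kinetically at 0 and 10 min.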
# Pol beta inh = DNA polymerase beta (human) inhibition. Pol beta primer extension/strand displacement, fluorescence kinetic. Potency, µM (titrated, usually from 114 µM), without a hit: at the top dose activity change, negative = inhibition, usual class: inhibitors. 1.3% of 340,000 active; also: % is scaled to controls: 0 for no effect and ±100 for the full control effect
#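 Reaction started by 50 nM substrate onto compound-treated Pol beta (10 nM, 15 min preincubation, room temperature); plates read at 0 min and 10 min. Normalized concentration-effect data fitted by four-parameter Hill equation.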
# BLM helicase inh = Bloom syndrome helicase (human) inhibition; Potency, µM (titrated, usually from 56.1 µM), without a hit: at the highest dose activity change, negative = inhibition, actives largely listed as inhibitors; P54132; 0.2% of 350,000 active; recombinant BLM DNA unwinding, fluorescence dequenching;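 also: plate controls were vehicle for no effect and no enzyme for full effect; nearly all actives have a fitted effect of over 35% in size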
# JMJD2A Tudor = blocks the human JMJD2A Tudor domain; 4.4% of 390,000 active; Potency, µM (highest dose often 114 µM), inactives show top-dose activity change, negative = inhibition, usual class: inhibitors; AID 504339; AlphaScreen JMJD2A-Tudor / H3K4me3 peptide binding; also: % is scaled to controls: 0 for no effect and ±100 for the full control effect; nearly all actives have a fitted effect of over 50% in size
# Pol iota inh = blocks human DNA polymerase iota activity | Q9UNA4 | Pol iota fluorescent replication assay, 10 min | Potency, µM (series often up to 115 µM), inactives show at the top dose activity, negative = inhibition, usual class: inhibitors | AID 588590 | 1% of 390,000 active
#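 Fluorescent replication assay read twice, at 0 min and 10 min after adding 50 nM (final) substrate. Enzyme (10 nM) and compounds were first incubated 15 min at room temperature; enzyme-free buffer wells were negative controls.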
# Pol eta inh = DNA polymerase eta (human) inhibition | 1.2% of 390,000 active | Potency, µM (titrated, usually from 114 µM), for inactives: top-dose activity change, negative = inhibition, actives largely listed as inhibitors | recombinant Pol eta, fluorescent DNA replication assay | Q9Y253 | AID 588591; also: % is scaled to controls: 0 for no effect and ±100 for the full control effect
#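 Pol eta (10 nM) was preincubated with compounds for 15 min at room temperature, after which fluorescent replication substrate (50 nM final) was added to start the reaction. Fluorescence was read kinetically at 0 and 10 min.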
# G9a block = inhibitors of human histone lysine methyltransferase G9a; G9a H3K9 monomethylation, AlphaScreen, 2 h; Potency, µM (top dose mostly 102 µM), inactives show at the top dose activity, negative = inhibition, usual class: inhibitors; 8.8% of 350,000 active; also: % is scaled to controls: 0 for no effect and ±100 for the full control effect; nearly all actives have a fitted effect of over 75% in size
#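 AlphaScreen read-out: biotin-H3K9 peptide (500 nM) methylation by 20 nM enzyme with 20 uM SAM, 2 h at room temperature after 15 min compound preincubation; anti-monomethyl H3K9 antibody plus donor/acceptor beads, 10 min dark.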
# APE1 inh = inhibitors of human APE1 endonuclease. P27695. recombinant APE1, TAMRA/BHQ-2 abasic DNA cleavage fluorescence. Potency, µM (top dose mostly 65.8 µM), for inactives: at the top dose activity change, negative = inhibition, actives largely listed as inhibitors. 0.35% of 350,000 active. AID 2517;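 also: plate controls were vehicle for no effect and reference inhibitor for full effect; nearly all actives have a fitted effect of over 55% in size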
#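 APE1 at 0.75 nM preincubated 15 min at room temperature with compound. Reaction then started with 50 nM double-stranded THF-abasic substrate labelled with TAMRA/BHQ-2, and 525/598 nm fluorescence read kinetically. Activity taken as third-minus-first read difference, normalized to DMSO and NSC13755 controls.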
# * marks the source's active call; other numbers are inactive results; ? = inconclusive; . = not tested or not shown; [ ] = remark or other dose. Calls follow the shape of the dose curve; as a rule, active = well fitted curve in the direction sought with a large enough effect; inconclusive = small, poorly fitted or top-dose-only effect, or another doubt; inactive = no such curve, though single readings can be large; an effect the other way counts as inactive or inconclusive. Potency is read from the fitted curve at half-maximal effect. Not all compounds are listed, so the mix of outcomes need not match the whole.
SMILES,BAZ2B inh,Pol kappa inh,Pol beta inh,BLM helicase inh,JMJD2A Tudor,Pol iota inh,Pol eta inh,G9a block,APE1 inh
Cc1ccc(C(=O)N2c3ccccc3N(Cc3ccccc3)C(=O)C2(C)C)cc1,-13%,-19%,-19%,-7%,28%,-19%,-7%,18%[12.7 µM],?
CCOC(=O)c1sc(Nc2nc3c(OC)cccc3s2)nc1C,6%,.,1%,-3%,.,.,.,13%[59 µM],-9%
O=C(C1CCC1)N1CCCc2cc(S(=O)(=O)N3CCN(c4cccc(Cl)c4)CC3)ccc21,3%,-9%[60.1 µM],3%,-4%,-10%,10%,-3%,0%[59 µM],.
COC(=O)/C=C/c1sc2nc(C)cc(C)c2c1N=CN(C)C,-2%,-1%,-17%,4%,-20%,88%[activator],-15%,-6%,-4%
CCN1CCN(S(=O)(=O)c2ccc(Cl)c(C(=O)Nc3cc(Cl)ccc3N3CCOCC3)c2)CC1,?,-9%,10%,-4%,?,-11%,-17%,?,-2%
Cc1ccccc1S(=O)(=O)N1CC(C(=O)O)=CC[C@H]1c1ccc(Cl)cc1,4%,-19%,.,.,-17%,-11%,-3%,21%[2.33 µM],3%
Cc1ccc(C(=O)O)cc1Nc1ncnc2sc3c(c12)CCC3,-25%,-17%,?,-10%,-23%,-28%,-16%,34%[12.7 µM],0%
CCN1CCN(c2oc(-c3ccccc3C)nc2S(=O)(=O)c2ccccc2)CC1,?,-3%,.,.,?,13%,-22%,35µM*,28%
CC(C)(C)NS(=O)(=O)c1ccc(CCC(=O)N2CCCC2)cc1,-4%,0%,1%,2%,-2%,25%,0%,.,22%
Cc1ccc(S(=O)(=O)NCCCCCC(=O)NC(C)(C)CO)cc1,-8%,-2%,8%,-1%,-4%,12%,-1%,6%,-2%
CCOc1ccc(S(=O)(=O)Nc2cccc(C(=O)NCC(c3ccco3)N3CCCC3)c2)cc1 (stereo not given),1%,-24%,.,.,-15%,30%[activator],-11%,7%[12.7 µM],17%
O=C(N[C@@H](Cc1ccccc1)C(=O)NC1CCCCC1)c1ccco1,27%,-10%,-4%,-8%,-10%,12%,-12%,0%[59 µM],-6%
Cc1ccc2c(c1)C(O)(C1COC(C)(C)CC1=O)C(=O)N2C (stereo not given),-10%,3%,?,-4%,-2%,31%,-6%,-2%[59 µM],-7%
COc1cc(NC(=O)COC(=O)c2ccccc2SCC(=O)N2CCCC2)cc(OC)c1,-19%,1%,.,.,-14%,19%,-13%,-45%,40%
Cc1[nH]n(-c2ccccc2)c(=O)c1C(=O)c1ccc(Cl)cc1,-13%,-16%,23%,-5%,50µM*,-3%,2%,.,2%
Cc1cccc(C)c1OCC(=O)N(Cc1ccco1)C1CCS(=O)(=O)C1 (stereo not given),0%,9%,27%,2%,-5%,-7%,-12%,-6%,8%
CCC(=O)c1ccc(OC(=O)N2CCOCC2)cc1,4%,12%,28%,2%,3%,16%,-14%,.,0%
COc1cc2ncnc(NCc3ccccc3C)c2cc1OC,-3%,-26%,-19%,-1%,4%,-4%,-29%,-44%[59 µM],1%
NNC(=O)c1sccc1OCc1ccc(F)cc1,-20%,-5%,1%,-1%,5%,45%[activator],-5%,-3%,-1%
O=C1CC(c2ccc(F)c(Br)c2)C2=C(CCCC2=O)N1 (stereo not given),-6%,-5%,-1%,-3%,-25%[11.4 µM],10%,-2%,14%[12.7 µM],-2%
COc1ccc(CNC(=O)c2ccc(=O)oc2)cc1OC,7%,-10%,-1%,0%,-4%,17%,-9%,?,2%
O=C(c1sc2cc(Cl)ccc2c1Cl)N1CCN(CCc2ccccn2)CC1,-27%[57.1 µM],0%,-23%,-2%,-15%,17%,-17%,-20%,12%
CCN(CC)CCN(Cc1cc2cc3c(cc2[nH]c1=O)OCO3)C(=S)NCC1CCCO1 (stereo not given),-17%,8%,-18%,25%,-21%,86%[activator],-15%,14%,1%
Nc1nc(Sc2ncccc2[N+](=O)[O-])n[nH]1,4%,6%,1%,1%,5%,12%,-20%,.,-4%

# Shown with values under each structure: part of the list above.
# Below each compound – BAZ2B inh | Pol kappa inh | Pol beta inh | BLM helicase inh | JMJD2A Tudor | Pol iota inh | Pol eta inh | G9a block | APE1 inh
- Nc1nc(Sc2ncccc2[N+](=O)[O-])n[nH]1
  4% | 6% | 1% | 1% | 5% | 12% | -20% | . | -4%
- O=C(C1CCC1)N1CCCc2cc(S(=O)(=O)N3CCN(c4cccc(Cl)c4)CC3)ccc21
  3% | -9%[60.1 µM] | 3% | -4% | -10% | 10% | -3% | 0%[59 µM] | .
- Cc1ccccc1S(=O)(=O)N1CC(C(=O)O)=CC[C@H]1c1ccc(Cl)cc1
  4% | -19% | . | . | -17% | -11% | -3% | 21%[2.33 µM] | 3%

# (list continues)
SMILES,BAZ2B inh,Pol kappa inh,Pol beta inh,BLM helicase inh,JMJD2A Tudor,Pol iota inh,Pol eta inh,G9a block,APE1 inh
Cc1ccn2c(Nc3ccc(C(C)C)cc3)c(-c3ccsc3)nc2c1,0%,0%,-24%,-1%,0%,13%,-19%,-2%[59 µM],.
Cc1cccc(CNC(=O)c2ccc3nc(Cc4ccccc4)oc3c2)c1,29%,-8%[60.1 µM],-2%,-7%,1%,21%,-25%,3%[59 µM],.
COc1ccc(CCNC(=O)COC(=O)c2ccccc2NCCO)cc1OC,-7%,-10%,.,.,?,13%,-7%,50µM*,9%
CCC1CCC(C(=O)NC(CCSC)C(=O)NCCN(CC(C)C)CC(C)C)CC1 (stereo not given),?,5%,22%,-2%,-3%,55%[activator],-5%,-6%[59 µM],-4%
Cc1c(Cl)cccc1NC(=O)N1CCCC1,-8%,-7%,40%,4%,-15%,43%[activator],-9%,.,20%
CC1CCN(S(=O)(=O)c2ccc3c(c2)oc(=O)n3CC(=O)N2CCCCC2)CC1,-17%,-23%,0%,-5%,-11%,21%,-9%,-5%[59 µM],.
Cc1ccnc(NC(=O)CCC(=O)N(CC(=O)NCc2ccccc2)Cc2ccc(F)cc2)c1,-18%,3%,-19%,-5%,-7%,38%[activator],-6%,14%,58%[activator]
O=C(NCCc1ccccc1)C1CCCN(c2cnccn2)C1 (stereo not given),-7%,1%,8%,-1%,28µM*,15%,0%,.,4%
c1ccc2c(C[C@@H]3CNCCN3CC3CCCCC3)cccc2c1,40µM*,-22%,.,.,?,?,-16%,16%[2.33 µM],32%
O=C(CC12CC3CC(CC(C3)C1)C2)NCC(=O)N1CCc2ccccc2C1,11%,-7%,-20%,-1%,2%[11.4 µM],-13%,-3%,26%[59 µM],-3%
O=C(Nc1c(C(=O)N2CCN(c3ccc(F)cc3)CC2)oc2ccccc12)c1ccco1,?,0%,19%,-5%,?,?,-16%,?,.
COc1cccc(NC(=O)CN(C)C(=O)C(C)Sc2ccccc2)c1 (stereo not given),-7%,-14%,.,.,-9%,17%,-6%,-19%,12%
Clc1cccc(-c2ccc(/C=N/n3cnnc3)o2)c1Cl,7%,-7%,21%,4%,-1%,?,-3%,-19%[59 µM],5%
COc1ccccc1CNC(=O)[C@H](C)NC(=O)[C@@H]1Cc2ccccc2CN1,-19%,-1%,0%,1%,-3%,-1%,-12%,?,39%[activator]
C#CCOCCOCCOCCNc1nc(N2CCN(C(=O)[C@H]([C@@H](C)CC)n3cc([C@@H](N)CC(C)C)nn3)CC2)nc(N2CCN(C(=O)[C@H](Cc3ccc(O)cc3)n3cc([C@@H](N)C(C)CC)nn3)CC2)n1 (stereo not given in full),79µM*,-8%,-10%,5%,?,-15%,-4%,6%[12.7 µM],-2%
C=CCNc1scc(-c2ccccc2)[n+]1CC=C,10µM*,8%,-7%,-2%,-35%,17%,-10%,?,-2%
COc1ccc(C(=O)OCC(=O)NCC2CCCCC2)cc1F,6%,5%,.,.,-10%,-17%,-13%,-27%,-4%
COc1ccc(Cl)cc1NC(=O)c1nnn(Cc2cccc(C(F)(F)F)c2)c1N,-39%,-5%,-1%,-7%,-16%,25%,-16%,2%[59 µM],.
Cc1cc(NC(=O)CSc2nnc(-c3ccc(Br)o3)n2Cc2ccccc2)no1,-18%,-14%,2%,-2%,-11%,21%,-13%,-48%[59 µM],-2%
O=C(c1cc2c(s1)CCCC2)N1CCN(S(=O)(=O)c2ccccc2C(F)(F)F)CC1,4%,-17%,3%,-9%,-7%,?,-19%,14%[59 µM],-4%
COc1ccc(S(=O)(=O)N2CCC(C(=O)Nc3nnc(C)s3)CC2)cc1OC,10%,2%,.,.,0%,19%,-5%,2%,9%
Fc1ccc(-c2csc3ncnc(N4CCN(c5ccccc5)CC4)c23)cc1,?,-10%,-15%,-5%,-33%,33%[activator],-2%,-45%,4%
Cc1ccccc1NC(=O)NC1CCCc2ccccc21 (stereo not given),-4%,-3%,-3%,-1%,2%,9%,-19%,66%[activator],54%
COc1ccc(CN2CCNC(=O)C2CC(=O)NC2CCCCCC2)cc1C (stereo not given),?,-4%,22%,-3%,-23%,5%,-4%,.,4%

# Look-ups from the results shown.
# Value for C#CCOCCOCCOCCNc1nc(N2CCN(C(=O)[C@H]([C@@H](C)CC)n3cc([C@@H](N)CC(C)C)nn3)CC2)nc(N2CCN(C(=O)[C@H](Cc3ccc(O)cc3)n3cc([C@@H](N)C(C)CC)nn3)CC2)n1 (stereo not given in full) under Pol eta inh: -4%
# Value for COc1ccccc1CNC(=O)[C@H](C)NC(=O)[C@@H]1Cc2ccccc2CN1 under APE1 inh: 39%[activator]

# (continued)
SMILES,BAZ2B inh,Pol kappa inh,Pol beta inh,BLM helicase inh,JMJD2A Tudor,Pol iota inh,Pol eta inh,G9a block,APE1 inh
O=C(Cc1cccs1)N1CCN=C1SCc1ccccc1F,11%,3%,0%,-6%,1%,115%[activator],-18%,26%,-1%
CC(Oc1ccccc1)C(=O)Nc1cccc(-c2cn3cccnc3n2)c1 (stereo not given),0%,-8%[60.1 µM],7%,2%,-13%,-1%,7%,-2%[59 µM],.
C#CCOC(=O)C[N+](C)(C)CC=C,-13%,-7%,17%,-2%,-16%,26%,0%,?,1%
Cc1cc(C)cc(OCC(=O)N(Cc2ccco2)Cc2ccccc2Cl)c1,47%[activator],0%,-8%,-4%,2%,-22%,.,-3%[59 µM],.
Clc1ccccc1CONc1ncnc2nonc12,-4%,-8%,0%,-2%,-6%,?,1%,-3%,6%
CCCn1c(SCC(=O)Nc2nc3c(s2)CCCC3)nc2c1c(=O)n(C)c(=O)n2C,18%,-3%,6%,3%,11%,27%,3%,-13%,0%

# Screening data (PubChem BioAssay)
